Mtb RmlCD inh – M. tuberculosis RmlC/RmlD coupled enzyme inhibitors, primary screen, biochemical, compound mixtures, 384-well, from 1536-well plates; RmlC+RmlD coupled enzyme assay, percent inhibition; primary screen in compound mixtures; 160,000 tested, 0.03% active; inhibition, % at 3.6 µM; dTDP-4-dehydrorhamnose reductase (Mycobacterium tuberculosis (strain ATCC 25618 / H37Rv)) …; in the data active = inhibition mostly above about 34%, no sharp cut-off; inconclusive = no clear call, values can overlap the other calls; inactive = mostly below about 22%; note: some results filed as inactive read as strong as hits
Target sequence (P9WH09 whole entry, looked up): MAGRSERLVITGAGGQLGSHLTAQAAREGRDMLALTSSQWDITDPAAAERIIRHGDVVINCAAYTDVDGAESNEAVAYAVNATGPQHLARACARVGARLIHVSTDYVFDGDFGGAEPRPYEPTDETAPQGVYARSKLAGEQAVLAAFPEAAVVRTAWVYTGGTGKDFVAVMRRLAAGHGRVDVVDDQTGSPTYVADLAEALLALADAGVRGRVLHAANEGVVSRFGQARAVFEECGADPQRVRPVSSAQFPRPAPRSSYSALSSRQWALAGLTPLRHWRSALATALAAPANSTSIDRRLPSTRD
Target sequence (P9WH11 whole entry, looked up): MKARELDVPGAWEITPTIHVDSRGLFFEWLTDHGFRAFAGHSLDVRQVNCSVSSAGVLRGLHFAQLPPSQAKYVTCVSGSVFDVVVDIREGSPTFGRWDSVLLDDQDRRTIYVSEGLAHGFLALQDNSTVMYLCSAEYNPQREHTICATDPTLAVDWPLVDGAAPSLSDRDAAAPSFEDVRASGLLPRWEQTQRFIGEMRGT
M. tuberculosis GlmU – inhibition of mycobacterial GlmU enzyme – biochemical, glucosamine-1-phosphate acetyltransferase (AID 1376). 220,000 tested, 0.25% active. M. tuberculosis GlmU acetyltransferase enzyme assay; higher % means a stronger effect. Bifunctional protein GlmU (Mycobacterium tuberculosis (strain ATCC 25618 / H37Rv)). inhibition, %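 (tested at 30 µM in the primary screen)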, or IC50 in µM where a hit was titrated; in the data active = inhibition above about 13%; inconclusive = no clear call, values can overlap the other calls;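 note: 0% = complete reaction with vehicle and 100% = reaction without substrate; strong numbers were not always called active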
Numbers without * were called inactive; ? = inconclusive; . = not tested or not shown.

Below each compound: Mtb RmlCD inh | M. tuberculosis GlmU
> CC(C)(C)NC(=O)CSc1nnc(NC(=O)c2ccccc2Cl)s1
  3 | 1.0%
> Cc1cc(C(=O)CSc2nnnn2C)c(C)n1CCc1ccc(F)cc1
  8 | -0.6%
> COc1ccccc1C(=O)N(CCN(C)C)c1nc2cc(C)cc(C)c2s1
  7 | -3.0%
> CCOc1cc(S(=O)(=O)N2CCN(CC)CC2)ccc1Cl
  0 | 2.7%
> CCc1ccc(NC(=O)C2CCN(S(=O)(=O)c3c(C)[nH]c(=O)[nH]c3=O)CC2)cc1
  -25 | -2.9%
> COc1ccc2nc(SCCOC(=O)Nc3ccc(Cl)cc3)nc(C)c2c1
  6 | -0.9%
> Cn1ccnc1C(=O)c1cc(SCC(=O)NC2CC2)nc2ccccc12
  -8 | -5.6%
> CSc1nc(-c2ccccc2)nn1C(=O)c1ccco1
  . | 0.7%
> Cc1ccc(C)c(-n2c3nc(=O)[nH]c(=O)c-3cc3cc([N+](=O)[O-])ccc32)c1
  . | -1.7%
> C=CCOn1c(=O)c(-c2ccc(OC)cc2)[n+]([O-])c2ccccc21
  8 | -3.1%

Additional structures.
Below each compound: Mtb RmlCD inh | M. tuberculosis GlmU
> CC(C)CCNc1nc(-c2ccco2)c2c(c1C#N)CCCC2
  11 | -3.8%
> CCCCCCOc1ccc(CN2CCN(CCO)CC2)cc1
  12 | 2.0%
> Cc1cc(N2C(=O)NC(=O)CC2C)c(C)cc1C(C)C (stereo not given)
  5 | 0.8%
> Cc1ccc2c(C)nc(Nc3nc(CSc4nc5ccccc5[nH]4)cc(=O)[nH]3)nc2c1
  -7 | 8.6%
> COC(=O)c1ccccc1NC(=O)CSc1nc2c(c(=O)n(C)c(=O)n2C)n1C
  . | 5.7%
> CC(=O)Nc1ccc(-c2nnc(SCc3ccc(C)cc3)n2C)cc1
  . | 7.7%
> COc1ccc2oc(=O)c(-c3ccccc3C(=O)N3CCOCC3)cc2c1
  -11 | -1.2%
> Cc1ccc(S(=O)(=O)N/N=C\c2ccccc2OCc2ccccc2)cc1
  6 | -4.3%
> Cc1ccc(C23CC4CC(CC(CN)(C4)C2)C3)cc1
  8 | -0.1%
> Cc1cccc(N2CCN(C(=O)CCNC(=O)Cn3ccc4ccccc4c3=O)CC2)c1C
  2 | 0.3%

Next part
Below each compound: Mtb RmlCD inh | M. tuberculosis GlmU
> COCCn1c(C)cc(/C=C2/NC(=O)N(Cc3ccc(C)cc3)C2=O)c1C
  -5 | 1.8%
> CCCCNS(=O)(=O)c1ccc(NC(=O)c2cccs2)cc1
  2 | 1.8%
> O=C(CSc1nnc(-c2cccnc2)o1)NNC(=O)c1ccc(Br)cc1
  -14 | 2.3%
> COc1ccc(NC(=O)N(Cc2cccnc2)Cc2ccccc2Cl)c(OC)c1
  . | 0.9%
> Cn1c(N)c(C(=O)COC(=O)CSc2cccc3cccc(Cl)c23)c(=O)n(C)c1=O
  11 | 2.4%
> O=C1NC(=S)N(C(=O)c2ccc(F)cc2)/C1=C/c1ccccc1
  9 | 5.9%
> Cc1ccc2cc(C)c(N3CCN(c4ccccn4)CC3)nc2c1
  12 | -5.9%
> O=C(Nc1ccccc1)Nc1sccc1-c1nc2ccccc2s1
  24 | 0.9%
> O=C1c2ccccc2C(=O)N1CC1c2ccccc2CCN1S(=O)(=O)c1ccccc1 (stereo not given)
  -7 | 1.0%
> Cc1nccn1-c1ncnc2sc3c(c12)CCCC3
  24 | -0.6%

Looked up above:
Mtb RmlCD inh, COCCn1c(C)cc(/C=C2/NC(=O)N(Cc3ccc(C)cc3)C2=O)c1C → -5
Mtb RmlCD inh, O=C(CSc1nnc(-c2cccnc2)o1)NNC(=O)c1ccc(Br)cc1 → -14

(next part)
Below each compound: Mtb RmlCD inh | M. tuberculosis GlmU
> O=C(NCCNC(=O)c1ccco1)c1ccc(F)cc1
  0 | -2.9%
> O=C(c1ccccc1)N(Cc1cccnc1)C1(C(=O)Nc2ccccc2)CCCCC1
  . | 2.8%
> FC(F)(F)c1ccccc1NC(=S)N1CCN(c2ccccn2)CC1
  -6 | 2.6%
> Fc1ccc(CNC(=S)Nc2cccc(C(F)(F)F)c2)cc1
  . | 10%
> COc1ccc([N+](=O)[O-])cc1NC(=O)CSc1ccccc1
  7 | 3.2%
> CCC(=O)Oc1ccc(C(=O)Nc2cccc(C(=O)NCC(C)C)c2)cc1
  . | 0.0%
> Cc1ccc(N2C(=O)c3ccc(C(=O)Nc4cccnc4)cc3C2=O)c(C)c1
  12 | 5.0%
> Cc1cc(C)n(S(=O)(=O)c2cc(Cl)ccc2Cl)n1
  27 | 5.2%
> CC(=O)c1c(C)nn(C(=O)c2cccs2)c1C
  -8 | -2.7%
> CCN1CCN(C(=S)NC(=O)/C=C/c2cccs2)CC1
  12 | -2.5%

(further entries)
Below each compound: Mtb RmlCD inh | M. tuberculosis GlmU
> C=C(C)C1CC=C(C)/C(=N/NC(=O)COc2cccc(C)c2)C1 (stereo not given)
  . | 2.7%
> CC(C)N1CC=C2C(C#N)=C(N)C(C#N)(C#N)C(c3ccccc3)C2C1 (stereo not given)
  -3 | -0.5%
> COc1cc2c(cc1OC)CN(CC(=O)Nc1ccccc1C#N)CC2
  6 | -0.7%
> CC(C)CN(C(=O)COC(=O)CCc1c[nH]c2ccccc12)C1CCS(=O)(=O)C1 (stereo not given)
  -12 | 1.7%
> COc1ccc(-c2nnsc2N2C(=O)c3ccccc3C2=O)cc1
  7 | 8.0%
> CCOC(=O)c1c(-c2ccc(C)o2)csc1NC(=O)CN1CCC(C(N)=O)CC1
  -10 | -1.6%
> O=C(CCN1CCCC1Cc1ccccc1)c1ccc2c(c1)OCCO2 (stereo not given)
  13 | .
> CCN(CC)c1ccc(-c2nc3cnccn3c2NC2CCCC2)cc1
  6 | 1.0%
> O=C(Oc1cccc(C(=S)N2CCOCC2)c1)c1cc([N+](=O)[O-])cc([N+](=O)[O-])c1
  25 | 1.2%
> Cn1c(=NC(=O)c2ccccc2[N+](=O)[O-])sc2cccc(F)c21
  . | 0.8%

(further entries)
Below each compound: Mtb RmlCD inh | M. tuberculosis GlmU
> Cc1cc(C)c(C#N)c(N2CCCC(C(N)=O)C2)n1 (stereo not given)
  -7 | -2.5%
> C=CCc1cccc2cc(C(=O)NC3CCCCC3)c(=O)oc12
  -4 | 0.0%
> O=C(c1cnn2c(C(F)F)cc(-c3ccccc3)nc12)N1CCN2CCCC2C1 (stereo not given)
  7 | 1.1%
> CCOc1ccc(-c2c(C(=O)N/N=C/c3ccc(OC)cc3)nnn2-c2nonc2N)cc1
  8 | 6.9%
> Cc1ccc(S(=O)(=O)NCCc2ccncc2)cc1C
  5 | -2.1%
> CCc1ccc(NC(=O)c2cnn(-c3ccccc3)c2C)cc1
  2 | 9.6%
> COc1cccc(C(=O)/C=C/Nc2ccc(S(=O)(=O)Nc3cnc4ccccc4n3)cc2)c1
  -5 | 2.0%
> CCc1cccc(Nc2c3c(nc4ncnn24)CCC3)c1
  2 | 1.3%
> CCn1c(SCC(=O)Nc2ccc3c(c2)OCCO3)nnc1-c1ccccn1
  73 | 6.7%
> COc1cc(/C=N/NC(=S)NC(C)C)ccc1OCC(=O)Nc1c(C)cc(C)cc1C
  . | 7.3%

7 records drawn at random from those above:
Below each compound: Mtb RmlCD inh | M. tuberculosis GlmU
> Cc1ccc(S(=O)(=O)NCCc2ccncc2)cc1C
  5 | -2.1%
> CCOc1ccc(-c2c(C(=O)N/N=C/c3ccc(OC)cc3)nnn2-c2nonc2N)cc1
  8 | 6.9%
> CCc1ccc(NC(=O)c2cnn(-c3ccccc3)c2C)cc1
  2 | 9.6%
> C=CCc1cccc2cc(C(=O)NC3CCCCC3)c(=O)oc12
  -4 | 0.0%
> COc1cccc(C(=O)/C=C/Nc2ccc(S(=O)(=O)Nc3cnc4ccccc4n3)cc2)c1
  -5 | 2.0%
> COc1cc(/C=N/NC(=S)NC(C)C)ccc1OCC(=O)Nc1c(C)cc(C)cc1C
  . | 7.3%
> O=C(c1cnn2c(C(F)F)cc(-c3ccccc3)nc12)N1CCN2CCCC2C1 (stereo not given)
  7 | 1.1%

Next structures follow.
Below each compound: Mtb RmlCD inh | M. tuberculosis GlmU
> Cc1ccc2nc(-c3cccnc3)c(NC3CCCC3)n2c1
  -5 | 3.5%
> CC(NCCc1ccc(O)cc1)C(O)c1ccc(O)cc1 (stereo not given)
  . | 5.7%
> COc1cc(C(=O)Oc2cc(C)cc(C)c2)cc(OC)c1OC
  . | -5.8%
> Cc1ccc(CNC(=O)C2CC(=O)N(C3CCCCCC3)C2)cc1 (stereo not given)
  5 | -1.3%
> CSc1nc(C)c(CCOC(=O)c2ccccc2)c(=O)[nH]1
  . | -5.3%
> Cc1nn(-c2cc(N3CCCCC3)ccc2N)c(=O)c2ccccc12
  . | 1.5%
> Cc1cc(OCCCCN2C(=O)NC(C)(C)C2=O)cc(C)c1Cl
  . | 1.0%
> C=CCOC(=O)/C(=C\c1ccccc1)NC(=O)c1ccco1
  . | 2.1%
> Cc1nn(-c2ccc(C(=O)O)cc2)c(C)c1Cl
  -2 | 5.5%
> O=C(CCC1CCCC1)Nc1nnc(-c2ccc3c(c2)OCO3)s1
  0 | -1.9%

Next section.
Below each compound: Mtb RmlCD inh | M. tuberculosis GlmU
> Cc1cc(C)n(CC(C)NCc2cn[nH]c2-c2ccc(C)c(C)c2)n1 (stereo not given)
  -5 | -3.5%
> Cc1cc(=O)[nH]c(SCC(=O)c2ccccc2)c1C#N
  4 | -0.2%
> O=c1c2ccccc2ncn1Cc1nc2ccccc2s1
  11 | -0.3%
> CCOC(=O)CC1C(=O)NCCN1c1nc2ccc(C)cn2c(=O)c1/C=C1\SC(=S)N(C(C)CC)C1=O (stereo not given)
  -10 | -6.1%
> COc1cc(C(=S)N(C)C)ccc1O
  . | 3.0%
> O=C(CSc1nc2[nH]ncc2c(=O)n1-c1ccc(Cl)c(Cl)c1)NCc1ccccc1Cl
  13 | -0.3%
> COCCn1cc(C(=O)N2CCCC(C)C2)c2c3ccccc3n(C)c2c1=O (stereo not given)
  ? | -3.1%
> COC(=O)c1ccc(C23CC4(C2)[C@H](CN(CC2CCCCC2)[C@@H]4c2ccccc2)C3c2ccc(Cl)nc2)cc1 (stereo not given in full)
  . | -6.2%
> CC(C)(O)C#CC#CCN1CCOCC1
  4 | 1.2%
> CCCCCCCOc1ccc(OC(=O)c2ccncc2)cc1
  2 | 0.5%

New compounds follow:
Below each compound: Mtb RmlCD inh | M. tuberculosis GlmU
> O=C(c1ccc2c(c1)OCO2)N1CCc2ccccc2C1
  8 | 1.0%
> COCCCn1c(SCC(=O)N2CCCC(C)C2)nnc1-c1ccco1 (stereo not given)
  5 | 2.8%
> O=C(Cn1nc(Cc2cccnc2)c2ccccc2c1=O)NCCCN1CCCC1=O
  7 | 1.3%
> COc1cc(OC)cc(C(=O)Nn2cc(C(=O)Nc3ccccc3F)c3ccccc3c2=O)c1
  11 | 1.4%
> Cc1nc(N2CCN(Cc3ccccc3)CC2)nc2c1CCC2
  27 | -2.1%
> O=C1CSC(c2cccc([N+](=O)[O-])c2)N1C1CC2CCC1C2 (stereo not given)
  -11 | -2.7%
> COc1ccc(S(=O)(=O)NCCOc2cccc3cccnc23)cc1OC
  . | -3.6%
> O=C(O)c1ccc(Cn2cc(Cl)cn2)cc1
  104 | 1.8%
> O=C(c1cc([N+](=O)[O-])ccc1N1CCCCC1)N1CCCC1
  2 | -6.6%
> O=C(c1cc(C2CC2)on1)N1CCN(c2ccccc2)CC1
  2 | 3.2%

(more compounds)
Below each compound: Mtb RmlCD inh | M. tuberculosis GlmU
> CCOC(=O)c1nn(-c2ccc3c(c2)CCN3C(C)=O)cc1O
  11 | -0.1%
> CCS(=O)(=O)n1nc(-c2ccc(C)cc2)nc1N
  15 | 4.2%
> CCc1ccccc1N(C)C(=O)CCc1nc(-c2ccc(C)cc2)no1
  6 | 1.1%
> COc1ccc(OCC(=O)N/N=C2\CCCc3ccccc32)cc1
  7 | -3.0%
> Cn1c(-c2ccc3c(c2)OCO3)cnc1NCc1cccc(O)c1
  -12 | -1.7%
> O=C(NCc1ccco1)c1c[nH]c2ccc(S(=O)(=O)N3CCOCC3)cc2c1=O
  . | -5.1%
> CS(=O)(=O)N(Cc1ccc(Cl)cc1)c1ccc(C(=O)N/N=C/c2cc3ccccc3nc2Cl)cc1
  14 | -0.6%
> O=C(Nc1csc([N+](=O)[O-])c1)Nc1c(Cl)cccc1Cl
  4 | -1.4%
> CS(=O)(=O)N1CCN(c2ccc([N+](=O)[O-])c(N3CCOCC3)c2)CC1
  -29 | .
> O=C(NC1CONC1=O)OCC(Cl)(Cl)Cl (stereo not given)
  6 | 1.6%

Following part.
Below each compound: Mtb RmlCD inh | M. tuberculosis GlmU
> O=C(NCc1ccco1)C1CCCCN1S(=O)(=O)c1ccc(F)cc1 (stereo not given)
  . | 5.3%
> CC1=CC(=O)C=CC1(C)C(Cl)Cl (stereo not given)
  . | 5.0%
> Cc1ccc(C(=O)/C=C/Nc2ccccc2C(N)=O)o1
  -3 | -3.7%
> C[C@@H](O)C1NC(=O)[C@H](CCCCN)NC(=O)c2cc([N+](=O)[O-])cc(I)c2NCCC[C@@H](C(N)=O)NC1=O (stereo not given in full)
  . | -12%
> COc1ccc(OCCCc2c(C)n[nH]c2C)cc1
  8 | .
> N#Cc1c(Nc2ccccc2)c(/C=N/N=C/c2ccccc2)c[nH]c1=O
  8 | 3.1%
> COCCNC(=O)c1ccc(N2CCCCC2)c(NS(=O)(=O)c2ccc(C)cc2)c1
  6 | -1.2%
> CCC(=O)NC(=S)Nc1ccc(NC(=O)c2ccc(Br)o2)cc1
  6 | -2.3%
> C#Cc1ccc([C@H]2C=C(C(=O)NCc3ccccc3)O[C@@H](OCC)[C@@H]2CCCO)cc1
  . | 1.2%

Only part of the results is shown; count on the stated rates, not on these rows.
